# Shn3 3UTR inh – Schnurri-3 reporter inhibition in Clone20 osteoblasts. Clone20 osteoblast Shn3 3'UTR firefly luciferase, 24 h. inhibition, % at 12.5 µM. 0.52% of 360,000 active. AID 588674;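 active = mean inhibition of at least 75% with every replicate also reaching 75%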;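 note: 0% = median of neutral control wells and 100% = pilot-screen positive control compound; some compounds past the cut are filed as inactive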
# LMP1 NFkB inh – Epstein-Barr LMP1 NF-kappaB reporter inhibition. LMP1-induced NF-kappaB luciferase reporter cells, luminescence. inhibition, % at 12.5 µM. 0.69% of 350,000 active. AID 504558; in the data active = inhibition above about 41%;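 note: 0% = neutral control wells and 100% = reference inhibitor control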
# NR2F2 inh – blocks human COUP-TFII nuclear receptor; HEK293T NGFI-A luciferase reporter, luminescence; inhibition, % at 8.6 µM; 0.7% of 370,000 active; AID 686940;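 active = inhibition above a per-plate cutoff, mean inhibition of test wells between control levels plus 3 SD, cut at about 38% in these data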;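 note: cells cotransfected with COUP-TFII expression vector driving the NGFI-A reporter; 0% = median of COUP-TF2 test wells and 100% = reporter-only cells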
# C8 TRAIL sens – sensitizes caspase-8 expressing cells to TRAIL; NB7+C8 cells + TRAIL, ATPlite viability luminescence; inhibition (viability loss, TRAIL sensitization), % at 10 µM; 1% of 360,000 active; AID 624354;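 active = compounds causing at least 50% loss of cell viability in the single-dose screen, relative to plate controls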
# TWEAK Fn14 block – blocks TWEAK-Fn14 interaction in a reporter cell assay | 2% of 360,000 active | inhibition, % at 10 µM | AID 1159606 | TWEAK-stimulated Fn14 reporter cells, luciferase luminescence, 8 h; in the data active = inhibition above about 50%
# LRH-1 inv ag – NR5A2 inverse agonism in reporter assay | O00482 | HEK293T StAR-luciferase reporter, LRH-1 transfected, 24 h | inhibition, % at 3.6 µM | 0.13% of 360,000 active | AID 602396;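 active = inhibition above the mean inhibition of all tested compounds plus 3 SD, cut at about 73% in these data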;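 note: 0% = DMSO wells and 100% = reporter-only cells lacking LRH-1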
# CF NFkB block – inhibitors of cystic fibrosis induced NF-kB | inhibition, % at 5 µM | AID 588850 | 0.86% of 360,000 active | KKLEB NF-kB-GFP reporter, PAF-induced, GFP fluorescence overnight;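 active = at least 50% inhibition at 5 µM, scaled per plate between neutral and stimulator controls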;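 note: PAF is a Pseudomonas aeruginosa culture filtrate used as stimulus; plate controls were PAF-stimulated DMSO wells for no effect and unstimulated DMSO wells for full effect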
# NCOA1 inh – human NCOA1 inhibition; 0.12% of 360,000 active; Q15788; HEK293 GAL4-SRC1 luciferase reporter, luminescence; inhibition, % at 3.6 µM;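 active = inhibition above the campaign mean plus 3 SD, with each screening campaign given its own cutoff, cut at about 60% in these data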;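 note: 0% = DMSO treated cells and 100% = gossypol at 36 µM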
# Target sequence (Q15788 whole entry, looked up, the tested form may be a part): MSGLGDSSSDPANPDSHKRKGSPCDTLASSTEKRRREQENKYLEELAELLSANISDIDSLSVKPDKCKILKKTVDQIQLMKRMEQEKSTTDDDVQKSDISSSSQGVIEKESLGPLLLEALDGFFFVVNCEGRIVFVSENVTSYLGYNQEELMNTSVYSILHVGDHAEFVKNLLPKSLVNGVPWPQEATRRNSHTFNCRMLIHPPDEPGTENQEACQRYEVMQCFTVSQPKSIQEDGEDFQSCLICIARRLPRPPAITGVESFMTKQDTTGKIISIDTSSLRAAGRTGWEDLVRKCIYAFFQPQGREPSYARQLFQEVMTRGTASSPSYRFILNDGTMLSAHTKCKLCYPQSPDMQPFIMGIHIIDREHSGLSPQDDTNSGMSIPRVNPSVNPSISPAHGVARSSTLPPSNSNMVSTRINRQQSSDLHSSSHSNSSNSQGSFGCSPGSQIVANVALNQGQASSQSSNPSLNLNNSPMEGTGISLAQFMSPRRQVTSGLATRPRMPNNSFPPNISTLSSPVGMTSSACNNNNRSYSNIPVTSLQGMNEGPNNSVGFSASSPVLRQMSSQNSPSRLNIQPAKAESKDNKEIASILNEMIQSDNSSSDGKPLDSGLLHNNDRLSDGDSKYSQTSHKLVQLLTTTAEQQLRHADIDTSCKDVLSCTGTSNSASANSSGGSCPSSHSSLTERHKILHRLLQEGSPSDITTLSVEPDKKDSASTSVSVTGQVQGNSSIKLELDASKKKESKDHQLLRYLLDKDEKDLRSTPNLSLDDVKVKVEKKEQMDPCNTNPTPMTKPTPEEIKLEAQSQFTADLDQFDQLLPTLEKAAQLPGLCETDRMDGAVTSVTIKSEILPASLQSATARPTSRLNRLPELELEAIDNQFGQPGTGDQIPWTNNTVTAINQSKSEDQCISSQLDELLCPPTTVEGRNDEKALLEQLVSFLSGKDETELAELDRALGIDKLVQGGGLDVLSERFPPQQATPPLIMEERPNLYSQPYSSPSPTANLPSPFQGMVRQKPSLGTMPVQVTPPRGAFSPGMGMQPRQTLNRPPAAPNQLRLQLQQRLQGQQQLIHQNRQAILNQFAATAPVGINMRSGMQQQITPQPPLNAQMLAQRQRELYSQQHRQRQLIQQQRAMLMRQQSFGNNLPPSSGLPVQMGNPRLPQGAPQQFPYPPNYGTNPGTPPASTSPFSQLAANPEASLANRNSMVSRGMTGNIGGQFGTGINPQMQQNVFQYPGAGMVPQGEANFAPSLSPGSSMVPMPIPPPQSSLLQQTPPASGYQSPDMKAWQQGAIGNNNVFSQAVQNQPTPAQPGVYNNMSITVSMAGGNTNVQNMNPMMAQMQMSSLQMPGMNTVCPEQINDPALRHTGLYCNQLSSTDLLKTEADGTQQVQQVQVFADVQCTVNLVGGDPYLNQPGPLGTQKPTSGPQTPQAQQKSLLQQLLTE
# TROY NFkB inh – inhibitors of TROY-dependent NF-kB signaling; Q293 LMP1-TROYcd NF-kB luciferase reporter, 4 h; inhibition, % at 10 µM; 0.98% of 360,000 active; AID 1347056;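 active = compounds whose plate-normalised and pattern-corrected inhibition of the luciferase reporter signal at the single screening dose is 50% or more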
# NCOA3 inh – inhibitors of human steroid receptor coactivator 3 (SRC3). Q9Y6Q9. HEK293 GAL4-SRC3 luciferase reporter, luminescence. inhibition, % at 3.6 µM. 0.17% of 360,000 active;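 active = inhibition above a per-campaign cutoff, the mean of all compounds plus 3 SD, cut at about 60% in these data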;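 note: 0% = DMSO-treated cells and 100% = gossypol-treated cells at 36 µM; higher means less SRC3-driven luciferase light from the GAL4 reporter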
# KKLEB tox – reduces viability of KKLEB cystic fibrosis airway cells; KKLEB CF airway cells viability, ATPlite luminescence, overnight; stronger effect = lower value; cells stimulated with P. aeruginosa culture filtrate; activity change (cytotoxicity), % at 5 µM; 0.36% of 360,000 active; AID 602141;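 active = corrected activity change at or below -50% at 5 µM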
# Starred values were filed as active, the others as inactive; x = no result given; & = joins results of further samples. A portion of the library. The share of hits here may be higher or lower than overall.
Compound	LRH-1 inv ag	Shn3 3UTR inh	NCOA3 inh	C8 TRAIL sens	TROY NFkB inh	CF NFkB block	NCOA1 inh	TWEAK Fn14 block	LMP1 NFkB inh	KKLEB tox	NR2F2 inh
Cc1[nH]n(-c2ccccc2)c(=O)c1/C=C1/C=c2ccccc2=N1	16	-25	-2	5	-97	1	-12	-17	-6	-1	15
COc1ccc(NC(=O)Cc2c(Cl)cccc2Cl)cn1	-32	10	10	-2	-5	15	2	4	7	-16	14
O=C(COc1ccc(Cl)cc1)Nc1ccc2c(c1)C(=O)NC2=O	-20	5	5	4	-15	11	-5	-19	-1	-7	-14
CCSC1=NCCN1C(=O)C(C)(C)Oc1ccc(Cl)cc1	12	-5	6	-25	24	2	-7	-7	1	1	11
O=C(CNc1ccc(Cl)cc1)NNC(=S)NCc1ccccc1	-16	2	18	-7	-5	-3	-3	7	-4	7	28
CCOC(=O)C1C(=O)CC(=O)C(C(=O)OCC)C1c1ccc(O)cc1 (stereo not given)	5	-5	8	-5	-10	14	-18	-4	-10	-5	-5
COc1ccc(CNC(=O)C[C@H]2C(=O)N(Cc3ccc(OC)cc3)C[C@@H]2Cc2ccccc2)cc1	13	9	-6	-1	11	5	8	3	1	-1	10
O=C(Nc1ccc(OCc2ccccc2)cc1)Nc1cccnc1	15	34	-17	-5	-5	-18	6	-34	-10	5	-16
O=C(NC12CC3CC(CC(C3)C1)C2)N1CCCC(CO)C1 (stereo not given)	-15	9	15	12	8	-6	-7	1	0	4	-4
CCOc1ccc(N/C(C)=C\C(=O)c2ccc3c(c2)OCCO3)cc1	-17	-55	5	12	-44	-23	-25	-10	-32	-5	1
CC(=O)NC(C)C(=O)OCC(=O)Nc1ccc(Br)cc1 (stereo not given)	-5	1	-11	0	-2	-1	-7	-16	-1	-9	-3
COc1ccc([C@H]2C[C@H](O)[C@@H](n3cc(COC(=O)c4ccccc4)nn3)CN2C(=O)C2CCCCC2)cc1	0	13	-8	12	8	-2	3	1	10	8	-6
Cc1ccc(Nc2n[nH]c(C)c2[N+](=O)[O-])c(C)c1	-18	-16	-14	-2	-26	-6	-34	-8	-9	4	-21
CCN(CC(=O)NCc1ccc(Cl)cc1)C(=O)CSc1cccc(C(F)(F)F)c1	-5	-5	16	3	13	2	5	-13	-5	-12	-12
COc1ccc(OC)c(C2CC(=O)N3CN(c4ccccc4F)CSC3=C2C#N)c1 (stereo not given)	6	-8	-9	-2	10	2	-1	20	-1	6	-3
Nc1nonc1C(=O)N1CCCC1	8	12	14	25	0	16	3	16	-9	-1	-5
CC1(c2ccc3noc(-c4ccc(F)cc4)c3c2)OCCO1	-4	-5	-7	22	-9	-2	-35	1	2	-2	-10
Cc1ccc(/C=C2\Sc3ccccc3C2=O)s1	-7	-39	-40	8	-19	-27	-57	16	-47	4	-27
CCCCc1c(C)[nH]c2nc3ccccc3n2c1=O	-24	-96	-40	-22	-37	29	-18	5	-25	-24	-27
CCC(Sc1nc(-c2ccccc2)c(C#N)c(=O)[nH]1)C(=O)Nc1cc(C)on1 (stereo not given)	17	-31	30	-10	0	8	-6	33	-3	-10	5
Cc1cc(C)cc(N(CC(=O)NCC2CCCO2)S(=O)(=O)c2c(C)noc2C)c1 (stereo not given)	-2	12	4	10	-10	0	12	-4	1	6	6
COc1ccc(-c2cc(C(=O)N(C)CC(=O)Nc3ccccc3Br)c3ccccc3n2)cc1OC	17	2	7	-2	4	21	-9	14	17	-26	13
Cc1ccc(-n2c3c(cc(C(=O)NC4CCSC4=O)c2=O)C(=O)CCC3)cc1 (stereo not given)	-15	4	1	11	10	-8	-18	-7	-9	2	-10
O=C(O)CNCC1COc2ccccc2O1 (stereo not given)	10	4	-6	-9	5	-4	-12	-2	6	-6	-5
COc1ccc2[nH]c(=O)c(CNc3cc(C)ccc3C)cc2c1	-17	-8	7	20	-15	-4	0	-17	-7	5	-7
O=P1(O)C=C(c2ccccc2)NC(c2ccccc2)=C1	4	5	16	-14	-14	-7	8	18	2	2	0
C/C(=N\NC(=O)CN1CCN(Cc2ccc(C)cc2)CC1)c1ccncc1	-2	3	9	0	-6	-6	11	-6	-1	6	-15
COc1ccc(S(=O)(=O)n2[nH]c(=O)c(CCO)c2C)c([N+](=O)[O-])c1	3	21	11	-5	6	1	-2	3	5	-4	-13
CCCc1cc(C(=O)N2CCC(n3nccc3NC(=O)c3ccc(OC)cc3)CC2)no1	-3	-13	-23	1	-8	13	-75	-26	-5	-25	-6
CC(C)(C)c1ccc(/C=N/n2cnnc2)cc1	-5	-3	10	-5	7	-5	3	4	-4	10	1

Compound	LRH-1 inv ag	Shn3 3UTR inh	NCOA3 inh	C8 TRAIL sens	TROY NFkB inh	CF NFkB block	NCOA1 inh	TWEAK Fn14 block	LMP1 NFkB inh	KKLEB tox	NR2F2 inh
CC(C)OC(=O)N(C)C[C@@H]1OCc2cnnn2CCCC(=O)N([C@H](C)CO)C[C@H]1C	-7	-10	4	-1	6	-4	8	13	3	21	-20
O=C(Nc1ccccc1)c1cc2c(=O)c3ccccc3oc2nc1C(F)(F)F	-6	-15	-2	-9	-13	9	8	0	8	4	22
CN(C)Cc1csc(Nc2ccc(C(=O)c3ccccc3)cc2)n1	14	3	-7	5	-6	30	2	11	x	-12	9
Cc1cc(C(=O)N2CCN(c3ccccc3)CC2)c(C)o1	-23	1	-14	6	-12	-5	-16	5	-2	-2	-6
O=C(COC(=O)Cc1ccc(S(=O)(=O)N2CCOCC2)s1)Nc1ccccc1Cl	3	-1	8	22	-7	-24	-3	11	3	7	16
CSc1ccccc1NC(=O)C1CC(c2ccccc2O)=NO1 (stereo not given)	15	-29	-10	-20	20	-12	-31	29	-7	15	0
O=C(c1ccccc1)N1CCN(S(=O)(=O)c2cccs2)CC1	-12	7	17	-20	19	10	-76	11	2	4	-5
CCOC(=O)CCCNC(=O)COC(=O)c1cccc(F)c1	-12	-5	8	1	-8	-37	10	9	-3	1	-3
CN(C)S(=O)(=O)c1ccc(C(=O)NNc2nc(-c3ccccc3)c3cc(Br)ccc3n2)cc1	21	2	15	-8	10	-21	-6	41	-2	-6	0
CCCCc1nnc(NC(=O)CN2C(=O)NC3(CCCCC3)C2=O)s1	-5	-19	1	25	2	9	-10	-18	3	-13	-4
O=C(CSc1nnc2ccc(-c3ccccn3)nn12)NCC1CCCO1 (stereo not given)	9	-6	5	0	12	11	2	8	-5	2	-1
COC(=O)C1=C(C)NC(C)=C(C(=O)OC(C)C)C1c1cccc2nonc12 (stereo not given)	13	-67	2	-5	-2	5	-9	16	-11	32	-1&5
C=CCN(CC=C)Cc1c(C)[nH]c2ccc(C(=O)OCC)cc2c1=O	-1	-12	7	-8	-8	-2	0	4	9	0	6
CCCCn1c(N)c(N(CCOC)C(=O)c2cc(-c3ccc(OC)cc3)nc3ccccc23)c(=O)[nH]c1=O	-13	10	-29	-8	4	18	-1	-5	4	14	16
CCC(CC)c1nnc(NC(=O)c2cc([N+](=O)[O-])ccc2N2CCCCC2)s1	23	24	1	-2	-10	16	1	-24	-10	-16	-13
CCOC(=O)N1CCN(CC(=O)Nc2ccc(Oc3ccccc3)cc2)CC1	28	3	20	-5	11	-14	-18	11	-7	1	7
Cc1ccc(NS(=O)(=O)c2cccc(C(=O)N3CCN(c4ncccn4)CC3)c2)cc1	16	-8	7	4	9	21	1	-7	6	19	12
COC(=O)C1=C(C(=O)OC)[C@@H]2Nc3ccccc3[C@@]23C[C@@H](C(=O)OC)N(C(=O)c2cc(C)oc2C)C3=N1	-1	1	13	2	9	27	6	10	0	-12	3
CCCn1nc(Oc2nc(SC)nc(N(C)C)n2)ccc1=O	10	11	1	-1	8	-10	-21	-22	4	0	5
CC(C)(C)SCCNS(=O)(=O)c1ccc2ccccc2c1	-3	14	8	0	18	9	3	-6	3	4	-5
Cn1c(=O)[nH]c(=O)c2c1nc(Br)n2CC(O)COCc1ccccc1 (stereo not given)	-12	-38	-3	12	-6	8	-19	7	-12	-1	-12
COc1cc(NC(=O)NCC2CCN(Cc3ccccc3F)CC2)cc(OC)c1	-3	19	0	13	-7	9	-28	-2	-2	-11	-1
CCC(C)n1c(SCC(=O)Nc2ccccc2C(F)(F)F)nc2ccsc2c1=O (stereo not given)	3	9	2	7	21	8	9	2	8	15	4

# Seven records drawn at random from those above:
Compound	LRH-1 inv ag	Shn3 3UTR inh	NCOA3 inh	C8 TRAIL sens	TROY NFkB inh	CF NFkB block	NCOA1 inh	TWEAK Fn14 block	LMP1 NFkB inh	KKLEB tox	NR2F2 inh
Cc1cc(C(=O)N2CCN(c3ccccc3)CC2)c(C)o1	-23	1	-14	6	-12	-5	-16	5	-2	-2	-6
CCC(C)n1c(SCC(=O)Nc2ccccc2C(F)(F)F)nc2ccsc2c1=O (stereo not given)	3	9	2	7	21	8	9	2	8	15	4
CN(C)Cc1csc(Nc2ccc(C(=O)c3ccccc3)cc2)n1	14	3	-7	5	-6	30	2	11	x	-12	9
O=C(Nc1ccccc1)c1cc2c(=O)c3ccccc3oc2nc1C(F)(F)F	-6	-15	-2	-9	-13	9	8	0	8	4	22
CSc1ccccc1NC(=O)C1CC(c2ccccc2O)=NO1 (stereo not given)	15	-29	-10	-20	20	-12	-31	29	-7	15	0
O=C(c1ccccc1)N1CCN(S(=O)(=O)c2cccs2)CC1	-12	7	17	-20	19	10	-76	11	2	4	-5
CN(C)S(=O)(=O)c1ccc(C(=O)NNc2nc(-c3ccccc3)c3cc(Br)ccc3n2)cc1	21	2	15	-8	10	-21	-6	41	-2	-6	0
